High-throughput results from PubChem BioAssay.
Mtb BioA inh: blocks M. tuberculosis BioA enzyme activity. inhibition, % at 9.99 µM. AID 602481. purified M. tuberculosis BioA enzyme, plate reader. 0.096% of 360,000 active; in the data active = inhibition above about 40%
* hit, by the source's call. This is a subset. The share of hits here may be higher or lower than overall.

SMILES | Mtb BioA inh
C[C@@H]1CN([C@@H](C)CO)C(=O)c2cc(NC(=O)C3CCCCC3)ccc2O[C@H]1CN(C)C(=O)Nc1ccc2c(c1)OCO2 | 3.3
O=C(C[C@H]1CC[C@H]2[C@@H](COC[C@@H](O)CN2S(=O)(=O)c2ccccc2)O1)NCCN1CCCCC1 | 0.3
COc1ccc(CN(C)C[C@H]2Oc3c(NC(=O)Nc4ccc(C(F)(F)F)cc4)cccc3C(=O)N([C@@H](C)CO)C[C@@H]2C)cc1 | 3.3
C[C@@H]1CCCCO[C@@H](CN(C)Cc2ccncc2)[C@H](C)CN([C@H](C)CO)C(=O)c2cc(NC(=O)c3ccncc3)ccc2O1 | -0.7
Cc1ccccc1-c1ccc([C@H]2[C@@H](CO)N3CCCCN(S(=O)(=O)c4cn(C)cn4)C[C@H]23)cc1 | 3.2
C[C@H](CO)N1C[C@H](C)[C@H](CN(C)C(=O)CC2CC2)Oc2ncc(C#CCC3CCCC3)cc2C1=O | 0.7
COc1cccc(C#Cc2ccc3c(c2)[C@H]2[C@H](CCN2C(=O)c2ccccc2F)[C@H](CO)N3)c1 | 0.0
C[C@@H]1CN([C@H](C)CO)C(=O)c2cc(C#CC3CCCCC3)cnc2O[C@H]1CN(C)C(=O)Nc1ccccc1 | -2.0
O=C(C[C@@H]1C=C[C@@H](NC(=O)c2cccc(F)c2)[C@@H](CO)O1)NCc1ccccc1 | 3.6
CC(=O)Nc1ccc2c(c1)C(=O)N(C)[C@@H]1CC[C@H](CC(=O)NCc3ccccc3Cl)O[C@H]1CO2 | -0.9
CC(C)NC(=O)Nc1ccc2c(c1)C(=O)N([C@H](C)CO)C[C@@H](C)[C@H](CN(C)S(=O)(=O)c1ccc(F)cc1)OCCCC[C@H](C)O2 | 2.6
C[C@H](CO)N1C[C@H](C)[C@@H](CN(C)Cc2ccc(C(F)(F)F)cc2)Oc2c(NC(=O)Nc3ccc(F)cc3)cccc2C1=O | -2.9
CNC[C@H]1OCCCC[C@H](C)Oc2ccc(NS(=O)(=O)c3ccccc3)cc2C(=O)N([C@@H](C)CO)C[C@H]1C | -1.3
O=C(C1CCC1)N1C[C@H]2[C@@H](c3ccccc31)[C@@H](CO)N2Cc1ccccc1 | -0.7
CO[C@@H]1CN(C)C(=O)c2ccc(NC(=O)C3CC3)cc2OC[C@@H](C)N(C(=O)CN2CCOCC2)C[C@@H]1C | -2.5
CCC(=O)N(C)C[C@H]1Oc2cc(-c3ccc(C)cc3)ccc2S(=O)(=O)N([C@@H](C)CO)C[C@H]1C | 2.3
C[C@H](CO)N1C[C@H](C)[C@@H](CN(C)C(=O)Nc2ccc(C(F)(F)F)cc2)Oc2ccc(NC(=O)C3CC3)cc2CC1=O | 1.3
COc1ccccc1S(=O)(=O)Nc1ccc2c(c1)C(=O)N(C)C[C@@H](OC)[C@@H](C)CN[C@@H](C)CO2 | 0.2
O=C(O)C[C@@H]1CC[C@H](NC(=O)c2ccccc2F)[C@H](CO)O1 | -0.6
CC(C)NC(=O)Nc1ccc2c(c1)C(=O)N([C@@H](C)CO)C[C@H](C)[C@H](CN(C)C(=O)CCCN(C)C)OCCCC[C@H](C)O2 | -1.5
C[C@H](CO)N1C[C@H](C)[C@@H](CN(C)Cc2ccc(C(F)(F)F)cc2)Oc2ccc(NC(=O)Cn3cnnn3)cc2C1=O | 0.7
COc1ccc(S(=O)(=O)Nc2ccc3c(c2)C(=O)N([C@H](C)CO)C[C@@H](C)[C@@H](CN(C)C(=O)Nc2ccc(C(F)(F)F)cc2)OCCCC[C@@H](C)O3)cc1 | -2.1
O=C(Nc1ccccc1Cl)N1[C@@H]2CNc3ccccc3[C@@H]2[C@@H]1CO | 29
C[C@H](O)C#Cc1ccc2c(c1)O[C@H](CN(C)C(=O)C1CCC1)[C@H](C)CN([C@H](C)CO)S2(=O)=O | -1.5
C[C@@H]1CN([C@H](C)CO)C(=O)c2cc(-c3ccc(C(=O)N(C)C)cc3)cnc2O[C@@H]1CN(C)C | -2.1
Cc1noc(C)c1NC(=O)N(C)C[C@H]1Oc2ncc(C3=CCCC3)cc2C(=O)N([C@H](C)CO)C[C@H]1C | 2.0
COc1ccc(S(=O)(=O)Nc2ccc3c(c2)C(=O)N([C@H](C)CO)C[C@H](C)[C@H](CN(C)S(=O)(=O)c2ccc(C)cc2)OCCCC[C@H](C)O3)cc1 | -1.5
C[C@@H]1CCCCO[C@@H](CN(C)Cc2ccccc2)[C@H](C)CN([C@@H](C)CO)C(=O)c2cc(NC(=O)CCC(F)(F)F)ccc2O1 | 3.1
COc1ccccc1S(=O)(=O)N[C@H]1CC[C@H](CCNC(=O)C2CCCC2)O[C@@H]1CO | -2.7
Cc1ccccc1S(=O)(=O)N1[C@@H]2c3cccc(=O)n3C[C@H]1[C@H](CO)[C@H]2C(=O)N1CCOCC1 | -1.9
COc1cccc(S(=O)(=O)N[C@@H]2CC[C@@H](CC(=O)NC3CCC3)O[C@H]2CO)c1 | -1.6
CC(C)NC(=O)Nc1ccc2c(c1)C(=O)N(C)[C@H]1CC[C@H](CC(=O)NCC(F)(F)F)O[C@H]1CO2 | -3.9
COCC(=O)N(C)C[C@@H]1Oc2ncc(/C=C/c3ccccc3)cc2C(=O)N([C@@H](C)CO)C[C@@H]1C | 2.0
C[C@H](CO)N1C[C@H](C)[C@@H](CN(C)C)Oc2ccc(NC(=O)CCC(F)(F)F)cc2CC1=O | 3.2
COc1ccc(NC(=O)N(C)C[C@@H]2Oc3c(NC(=O)Nc4ccc5c(c4)OCO5)cccc3C(=O)N([C@H](C)CO)C[C@@H]2C)cc1 | 7.5
COCC(=O)N(C)C[C@@H]1Oc2ncc(-c3cccc(OC)c3)cc2C(=O)N([C@H](C)CO)C[C@H]1C | 1.4
C[C@@H]1CN([C@H](C)CO)S(=O)(=O)c2ccc(C#CCN(C)C)cc2O[C@H]1CN(C)Cc1ccccn1 | 1.0
C[C@@H]1CN([C@@H](C)CO)C(=O)Cc2cc(NC(=O)Nc3ccccc3)ccc2O[C@H]1CN(C)Cc1ccc(C(F)(F)F)cc1 | -2.8
N#Cc1ccc(-c2ccc([C@H]3[C@@H](CO)N4CCCCN(C(=O)Cc5ccccc5)C[C@H]34)cc2)cc1 | -2.5
O=C(NCC[C@@H]1CC[C@H](NS(=O)(=O)c2ccc(F)cc2)[C@@H](CO)O1)Nc1ccc(F)cc1 | 3.9
CN1C(=O)c2cc(NC(=O)Nc3cccc(Cl)c3)ccc2OC[C@H]2O[C@H](CC(=O)O)CC[C@H]21 | 5.1
C[C@@H]1CCCCO[C@H](CN(C)C(=O)Nc2ccc(F)cc2)[C@H](C)CN([C@@H](C)CO)C(=O)c2cc(NC(=O)Nc3ccc(C(F)(F)F)cc3)ccc2O1 | -1.3
C[C@@H]1CN([C@H](C)CO)C(=O)c2cc(-c3ccccc3F)cnc2O[C@H]1CN(C)C(=O)C1CC1 | 1.1
O=C([C@H]1[C@H](CO)[C@H]2Cn3c(cccc3=O)[C@H]2N1C(=O)CC1CC1)N1CCCCC1 | -1.1
C[C@@H]1CCCCO[C@H](CN(C)S(C)(=O)=O)[C@H](C)CN([C@@H](C)CO)C(=O)c2cc(NC(=O)CCCN(C)C)ccc2O1 | -2.2
COC(=O)[C@H]1[C@H](CO)[C@H]2Cn3c(ccc(-c4ccccc4)c3=O)[C@@H]1N2C(=O)c1ccccc1F | -1.2
COc1ccc([Si](C)(C)[C@H]2[C@H](CCO)O[C@@]3(C(=O)N(Cc4ccccc4)c4ccc(N5CCOC5=O)cc43)[C@@H]2C)cc1 | -1.4
CC(C)NC(=O)N(C)C[C@H]1Oc2ccc(NC(=O)Nc3cccc4ccccc34)cc2C(=O)N([C@H](C)CO)C[C@H]1C | 1.3
Cc1ccc(S(=O)(=O)N2CC[C@@H]3[C@H](CO)Nc4ccc(-c5ccccc5F)cc4[C@@H]32)cc1 | -1.6
O=C(Nc1ccc2c(c1)[C@@H]1C[C@H](CC(=O)N3CCOCC3)O[C@@H](CO)[C@@H]1O2)Nc1ccccc1F | -1.0
COc1cccc(CNC(=O)C[C@H]2CC[C@@H](NC(C)=O)[C@@H](CO)O2)c1 | -1.0
CN(C)CCCNC(=O)C[C@H]1C=C[C@@H](NC(=O)Cc2cccnc2)[C@H](CO)O1 | 1.4
O=C(C1CCCCC1)N1C[C@@H]2[C@H](c3ccccc31)[C@H](CO)N2CC1CCOCC1 | -2.4
CNC(=O)C[C@@H]1CC[C@@H]2[C@@H](COc3ccc(NC(=O)Nc4ccc(F)cc4)cc3C(=O)N2C)O1 | 2.9
CC(C)NC(=O)Nc1ccc2c(c1)C(=O)N([C@@H](C)CO)C[C@@H](C)[C@H](CN(C)S(=O)(=O)c1ccccc1)O2 | 0.2
O=C(Cc1ccccc1)N1CC[C@@H]2[C@H](CO)Nc3ccc(-c4ccc(F)cc4)cc3[C@@H]21 | 36
CN(C)C(=O)[C@@H]1[C@@H](CO)[C@@H]2Cn3c(ccc(-c4ccccc4)c3=O)[C@@H]2N1CCC(F)(F)F | -1.4
C[C@H](CO)N1C[C@H](C)[C@H](CN(C)C(=O)Nc2cccc3ccccc23)Oc2ccc(NS(=O)(=O)c3ccccc3)cc2C1=O | 1.8
COCC(=O)Nc1ccc2c(c1)OC[C@@H](C)N(C(=O)c1cnccn1)C[C@H](C)[C@@H](OC)CN(C)C2=O | 4.0
C[C@@H]1CN([C@H](C)CO)C(=O)c2cc(N(C)C)ccc2O[C@@H]1CN(C)Cc1ccc(-c2ccccc2)cc1 | -4.3
Further results follow:
SMILES | Mtb BioA inh
C[C@H](CO)N1C[C@H](C)[C@H](CN(C)Cc2ccc(C(=O)Nc3ccccc3N)cc2)Oc2ccc(NC(=O)CCC(F)(F)F)cc2CC1=O | 1.7
CO[C@H]1CN(C)C(=O)c2ccc(NC(=O)c3ccccc3F)cc2OC[C@@H](C)N(CC2CCOCC2)C[C@@H]1C | 1.8
O=C(C1CCCC1)N1C[C@@H]2[C@H](c3ccccc31)[C@@H](CO)N2C(=O)c1ccccc1F | 2.6
COc1ccccc1C(=O)Nc1ccc2c(c1)OC[C@H](C)N(C(C)=O)C[C@H](C)[C@@H](OC)CN(C)C2=O | -0.2
COCC(=O)N1C[C@@H](C)[C@@H](OC)CN(C)C(=O)c2ccc(NC(=O)NC(C)C)cc2OC[C@@H]1C | -2.0
C[C@@H]1CN([C@@H](C)CO)S(=O)(=O)c2ccc(-c3ccccc3)cc2O[C@H]1CN(C)Cc1cncnc1 | 1.5
CC(=O)N(C)C[C@H]1Oc2cc(C#CC3CC3)ccc2S(=O)(=O)N([C@@H](C)CO)C[C@@H]1C | 0.9
C[C@H]1CCCCO[C@@H](CN(C)Cc2ccc3c(c2)OCO3)[C@@H](C)CN([C@@H](C)CO)C(=O)c2cc(NC(=O)c3ccccc3)ccc2O1 | 2.5
CCCN(C)C[C@@H]1OCCCC[C@@H](C)Oc2ccc(NC(=O)Nc3cccc4ccccc34)cc2C(=O)N([C@H](C)CO)C[C@@H]1C | -2.7
CN1C(=O)c2cc(NC(=O)Nc3cccc(Cl)c3)ccc2OC[C@H]2O[C@@H](CC(=O)O)CC[C@@H]21 | -0.3
CC(=O)Nc1ccc2c(c1)C(=O)N(C)[C@@H]1CC[C@@H](CC(=O)NCc3ccccc3Cl)O[C@H]1CO2 | 1.7
C[C@@H]1CN([C@H](C)CO)C(=O)c2cc(/C=C/c3ccccc3)cnc2O[C@H]1CN(C)C(=O)Nc1ccccc1F | -0.2
NCC[C@@H]1CC[C@H](NC(=O)c2ccccc2F)[C@H](CO)O1 | -3.8
C[C@H](CO)N1C[C@H](C)[C@H](CN(C)C(=O)Nc2ccc3c(c2)OCO3)Oc2ncc(C#Cc3ccc(F)cc3)cc2C1=O | -1.2
COc1ccccc1-c1cnc2c(c1)C(=O)N([C@H](C)CO)C[C@H](C)[C@H](CN(C)Cc1cccc(F)c1)O2 | 6.3
COCCNC(=O)c1cc2c(c(-c3cccc(C4=CCCC4)c3)n1)[C@H](CCO)N([S@@](=O)C(C)(C)C)C2 | 0.1
C[C@H](O)C#Cc1cnc2c(c1)C(=O)N([C@H](C)CO)C[C@@H](C)[C@H](CN(C)C(=O)c1ccccc1)O2 | 0.2
C[C@H]1CCCCO[C@H](CN(C)C(=O)Nc2ccc(F)cc2)[C@@H](C)CN([C@@H](C)CO)C(=O)c2cc(NC(=O)CCC(F)(F)F)ccc2O1 | -2.1
CCNC(=O)C[C@@H]1CC[C@H]2[C@@H](COC[C@@H](O)CN2S(=O)(=O)c2ccccc2F)O1 | -1.6
COCC#Cc1cnc2c(c1)C(=O)N([C@@H](C)CO)C[C@H](C)[C@H](CN(C)C(=O)Nc1ccccc1F)O2 | -2.9

Reformatted with tabs: part of the list above.
Molecule	Mtb BioA inh
CCCN(C)C[C@@H]1OCCCC[C@@H](C)Oc2ccc(NC(=O)Nc3cccc4ccccc34)cc2C(=O)N([C@H](C)CO)C[C@@H]1C	-2.7
CN1C(=O)c2cc(NC(=O)Nc3cccc(Cl)c3)ccc2OC[C@H]2O[C@@H](CC(=O)O)CC[C@@H]21	-0.3
CC(=O)Nc1ccc2c(c1)C(=O)N(C)[C@@H]1CC[C@@H](CC(=O)NCc3ccccc3Cl)O[C@H]1CO2	1.7
C[C@@H]1CN([C@H](C)CO)C(=O)c2cc(/C=C/c3ccccc3)cnc2O[C@H]1CN(C)C(=O)Nc1ccccc1F	-0.2
NCC[C@@H]1CC[C@H](NC(=O)c2ccccc2F)[C@H](CO)O1	-3.8
C[C@H](CO)N1C[C@H](C)[C@H](CN(C)C(=O)Nc2ccc3c(c2)OCO3)Oc2ncc(C#Cc3ccc(F)cc3)cc2C1=O	-1.2
COc1ccccc1-c1cnc2c(c1)C(=O)N([C@H](C)CO)C[C@H](C)[C@H](CN(C)Cc1cccc(F)c1)O2	6.3
COCCNC(=O)c1cc2c(c(-c3cccc(C4=CCCC4)c3)n1)[C@H](CCO)N([S@@](=O)C(C)(C)C)C2	0.1
C[C@H](O)C#Cc1cnc2c(c1)C(=O)N([C@H](C)CO)C[C@@H](C)[C@H](CN(C)C(=O)c1ccccc1)O2	0.2
C[C@H]1CCCCO[C@H](CN(C)C(=O)Nc2ccc(F)cc2)[C@@H](C)CN([C@@H](C)CO)C(=O)c2cc(NC(=O)CCC(F)(F)F)ccc2O1	-2.1
CCNC(=O)C[C@@H]1CC[C@H]2[C@@H](COC[C@@H](O)CN2S(=O)(=O)c2ccccc2F)O1	-1.6
COCC#Cc1cnc2c(c1)C(=O)N([C@@H](C)CO)C[C@H](C)[C@H](CN(C)C(=O)Nc1ccccc1F)O2	-2.9
